Mtb BioA inh: blocks M. tuberculosis BioA enzyme activity. purified M. tuberculosis BioA enzyme, plate reader. inhibition, % at 9.99 µM. 360,000 tested, 0.096% active. AID 602481; in the data active means inhibition above about 40%
* = called active by the depositor. An excerpt; rates above refer to the full screens.

SMILES	Mtb BioA inh
CCC(=O)N1C[C@H](C)[C@H](OC)CN(C)C(=O)c2cc(NC(=O)c3ccccc3)ccc2OC[C@H]1C	-1.4
O=C(C[C@H]1C=C[C@@H](NS(=O)(=O)c2cccc(F)c2)[C@H](CO)O1)NCc1ccc2c(c1)OCO2	-1.9
C[C@@H]1CN([C@@H](C)CO)C(=O)c2cc(NS(=O)(=O)c3cccs3)ccc2O[C@@H]1CN(C)Cc1ccc2c(c1)OCO2	1.4
CO[C@H]1CN(C)C(=O)c2ccc(NC(=O)NC(C)C)cc2OC[C@H](C)N(C(=O)C2CCC2)C[C@H]1C	-2.1
C/C=C/c1cnc2c(c1)C(=O)N([C@H](C)CO)C[C@H](C)[C@H](CN(C)C(=O)c1cccnc1)O2	-4.7
C[C@@H]1CN([C@@H](C)CO)S(=O)(=O)c2ccc(C#CC3CCCCC3)cc2O[C@@H]1CN(C)C(=O)Cc1ccncc1	0.3
COc1ccc(CN(C)C[C@H]2Oc3ccc(NC(=O)Cc4cn(C)c5ccccc45)cc3C(=O)N([C@@H](C)CO)C[C@H]2C)cc1	-1.2
Cc1ccc(S(=O)(=O)N(C)C[C@@H]2OCCCC[C@H](C)Oc3ccc(NC(=O)Nc4ccc(F)cc4)cc3C(=O)N([C@@H](C)CO)C[C@H]2C)cc1	-0.1
COCC(=O)N1C[C@@H](C)[C@H](OC)CN(C)C(=O)c2cc(NC(=O)c3ccc(F)cc3)ccc2OC[C@H]1C	-2.5
C[C@@H]1CN([C@@H](C)CO)C(=O)c2cc(NS(=O)(=O)c3ccc(Cl)cc3)ccc2O[C@@H]1CN(C)C(=O)Nc1ccccc1	-4.7
COc1ccc(NC(=O)N(C)C[C@H]2OCCCC[C@H](C)Oc3ccc(NS(=O)(=O)c4ccccc4)cc3C(=O)N([C@H](C)CO)C[C@@H]2C)cc1	16.4
COC(=O)[C@H]1[C@H](CO)[C@H]2Cn3c(ccc(C4=CCCCC4)c3=O)[C@@H]1N2C(=O)CC1CC1	-1.4
C[C@@H]1CCCCO[C@@H](CN(C)Cc2ccc3c(c2)OCO3)[C@@H](C)CN([C@@H](C)CO)C(=O)c2cc(NS(=O)(=O)c3ccccc3)ccc2O1	2.8
C[C@@H](NC(=O)C[C@@H]1C[C@H]2c3cc(NS(=O)(=O)c4ccc(F)cc4)ccc3O[C@H]2[C@@H](CO)O1)c1ccccc1	11.9
C[C@H](CO)N1C[C@H](C)[C@H](CN(C)C(=O)c2ccc(F)cc2)Oc2cc(-c3cccc(C#N)c3)ccc2S1(=O)=O	-0.3
O=C(C[C@@H]1CC[C@@H](NC(=O)CCN2CCCCC2)[C@@H](CO)O1)NCc1ccc(Cl)c(Cl)c1	3.0
C[C@H]1CN([C@@H](C)CO)S(=O)(=O)c2ccc(C#Cc3ccccc3F)cc2O[C@@H]1CN(C)CC1CCOCC1	-2.9
C[C@H](CO)N1C[C@H](C)[C@H](CN(C)C(=O)C2CCOCC2)Oc2cc(C#Cc3ccncc3)ccc2S1(=O)=O	3.6
C[C@@H]1CN([C@@H](C)CO)S(=O)(=O)c2ccc(C#CC3CCCC3)cc2O[C@H]1CN(C)Cc1cccnc1	-1.4
COc1ccccc1C(=O)Nc1ccc2c(c1)OC[C@@H](C)N(C)C[C@H](C)[C@H](OC)CN(C)C2=O	-3.7
Cc1noc(C)c1S(=O)(=O)Nc1ccc2c(c1)C(=O)N([C@H](C)CO)C[C@H](C)[C@H](CN(C)C(=O)Nc1ccc3c(c1)OCO3)O2	-0.8
O=C(NCC1CC1)[C@@H]1[C@@H](CO)[C@@H]2Cn3c(cccc3=O)[C@@H]2N1C(=O)CC1CC1	-0.6
C[C@@H]1CN([C@@H](C)CO)C(=O)c2ccccc2-c2ccccc2CO[C@@H]1CN(C)Cc1ccc2c(c1)OCCN2C	0.2
CO[C@@H]1CN(C)C(=O)c2cc(NC(=O)Nc3cccc(F)c3)ccc2OC[C@H](C)NC[C@@H]1C	3.6
CC(C)NC(=O)N(C)C[C@@H]1OCCCC[C@H](C)Oc2ccc(NC(=O)CCCN(C)C)cc2C(=O)N([C@H](C)CO)C[C@@H]1C	4.2
Cc1noc(C)c1NC(=O)N[C@H]1CC[C@H](CCNC(=O)C2CCOCC2)O[C@H]1CO	6.8
COc1ccc(-c2cn(CC[C@H]3CC[C@@H](NC(=O)Cc4ccccn4)[C@H](CO)O3)nn2)cc1	-1.4
CC(C)NC(=O)N(C)C[C@@H]1Oc2ccc(NC(=O)c3ccncc3)cc2CC(=O)N([C@@H](C)CO)C[C@H]1C	-3.6
COc1ccc(S(=O)(=O)N(C)C[C@H]2Oc3ccc(NS(=O)(=O)c4ccccc4)cc3C(=O)N([C@H](C)CO)C[C@H]2C)cc1	-2.1
O=C(c1cccnc1)N1C[C@H]2[C@@H](c3ccccc31)[C@@H](CO)N2C(=O)C1CC1	-3.0
CCS(=O)(=O)Nc1ccc2c(c1)C(=O)N(C)[C@H]1CC[C@@H](CC(=O)NCc3ccccc3F)O[C@@H]1CO2	-0.8
O=C(C[C@@H]1CC[C@@H]2[C@H](COC[C@@H](O)CN2C(=O)Nc2ccc(C(F)(F)F)cc2)O1)NC1Cc2ccccc2C1	0.5
COc1ccc(NC(=O)N[C@@H]2CC[C@@H](CCn3cc(-c4ccc(F)cc4)nn3)O[C@@H]2CO)cc1	-2.3
CCN(C[C@@H]1[C@@H](c2ccccc2)[C@@H](CO)N1C(C)=O)C(=O)NC1CCCC1	2.2
C[C@@H]1CN([C@H](C)CO)S(=O)(=O)c2ccc(C3=CCCCC3)cc2O[C@@H]1CN(C)C(=O)C1CCCCC1	-1.2
CCNC(=O)C[C@@H]1C=C[C@H](NS(=O)(=O)c2ccc(C)cc2)[C@@H](CO)O1	-3.3
C[C@@H](NC(=O)C[C@H]1C[C@H]2c3cc(NS(=O)(=O)c4ccc(F)cc4)ccc3O[C@H]2[C@H](CO)O1)c1ccccc1	0.6
COc1ccc(NC(=O)N(C)C[C@H]2OCc3ccccc3-c3c(n(C)c4ccccc34)C(=O)N([C@H](C)CO)C[C@@H]2C)cc1	0.1
Cc1noc(C)c1S(=O)(=O)Nc1ccc2c(c1)CC(=O)N([C@@H](C)CO)C[C@H](C)[C@H](CN(C)S(=O)(=O)c1ccc(Cl)cc1)O2	9.1
C[C@H]1CN([C@@H](C)CO)S(=O)(=O)c2ccc(-c3ccncc3)cc2O[C@@H]1CN(C)S(C)(=O)=O	4.3
C[C@@H]1CN([C@@H](C)CO)C(=O)c2cc(NC(=O)NC3CCCCC3)ccc2O[C@@H]1CN(C)S(=O)(=O)c1ccc(Cl)cc1	-0.3
C[C@H](CO)N1C[C@H](C)[C@@H](CN(C)C(=O)Cc2ccccc2)OCCCC[C@H](C)Oc2ccc(NC(=O)C3CCCCC3)cc2C1=O	-4.7
COc1ccc(S(=O)(=O)N[C@@H]2CC[C@H](CCn3cc(-c4cccc(F)c4)nn3)O[C@@H]2CO)cc1	3.1
CN1c2ccc(-c3ccc(C#N)cc3)cc2[C@@H]2[C@@H](CCN2C(=O)Nc2cccc(F)c2)[C@@H]1CO	-0.9
O=C(NC1CCC1)[C@@H]1[C@@H](CO)[C@@H]2Cn3c(ccc(-c4cncnc4)c3=O)[C@@H]2N1C(=O)NC1CCCC1	0.7
CNC[C@H]1OCCCC[C@H](C)Oc2ccc(NS(C)(=O)=O)cc2C(=O)N([C@H](C)CO)C[C@@H]1C	-0.9
C[C@H](CO)N1C[C@H](C)[C@@H](CN(C)C(=O)Nc2ccccc2)OCCCC[C@H](C)Oc2ccc(NC(=O)Nc3ccccc3)cc2C1=O	-1.4
Cc1noc(C)c1NC(=O)Nc1ccc2c(c1)C(=O)N([C@@H](C)CO)C[C@@H](C)[C@H](CN(C)Cc1ccccc1)O2	-0.6
C[C@H]1CN([C@@H](C)CO)C(=O)c2cc(NS(=O)(=O)c3ccccc3)ccc2O[C@@H]1CN(C)C(=O)Nc1ccc2c(c1)OCO2	-0.4
COc1ccccc1CNC(=O)C[C@@H]1C[C@@H]2c3cc(NC(=O)c4ccc5c(c4)OCO5)ccc3O[C@@H]2[C@@H](CO)O1	-0.4
COc1ccc(S(=O)(=O)Nc2ccc3c(c2)C(=O)N([C@@H](C)CO)C[C@@H](C)[C@H](CN(C)C(=O)Nc2ccc(C(F)(F)F)cc2)OCCCC[C@H](C)O3)cc1	-3.1
CO[C@@H](CN(C)C(=O)C1CCOCC1)[C@@H](C)CN([C@H](C)CO)S(=O)(=O)c1ccccc1	-1.6
CC(C)NC(=O)Nc1ccc2c(c1)CC(=O)N([C@@H](C)CO)C[C@H](C)[C@@H](CN(C)Cc1ccncc1)O2	-3.7
Cc1noc(C)c1S(=O)(=O)Nc1ccc2c(c1)CC(=O)N([C@@H](C)CO)C[C@H](C)[C@@H](CN(C)S(=O)(=O)c1cccs1)O2	-0.8
O=C(NCC[C@H]1CC[C@H](NC(=O)c2cccnc2)[C@H](CO)O1)Nc1ccc(Cl)cc1	0.8
CC(C)NC(=O)Nc1ccc2c(c1)C(=O)N([C@@H](C)CO)C[C@H](C)[C@@H](CN(C)C(=O)NC(C)C)O2	-3.3
O=C(c1cccc(F)c1)N1CCCCN2[C@H](C1)[C@@H](c1ccc(C#CC3(O)CCCC3)cc1)[C@@H]2CO	-1.9
CCNC(=O)[C@@H]1[C@@H](CO)[C@@H]2Cn3c(ccc(C4=CCCCC4)c3=O)[C@@H]2N1C(=O)c1cnccn1	-0.6
C[C@@H]1CCCCO[C@@H](CN(C)Cc2ccc(Cl)c(Cl)c2)[C@H](C)CN([C@@H](C)CO)C(=O)c2cc(NS(=O)(=O)c3cccs3)ccc2O1	-1.8
CCNC(=O)[C@H]1[C@H](CO)[C@H]2Cn3c(ccc(-c4ccc(OC)cc4)c3=O)[C@@H]1N2S(C)(=O)=O	-0.3
(further entries)
SMILES	Mtb BioA inh
O=C(C[C@H]1CC[C@@H]2[C@H](COC[C@H](O)CN2S(=O)(=O)c2ccccc2)O1)NCc1ccc2c(c1)OCO2	-0.1
COCC#Cc1ccc2c(c1)O[C@H](CN(C)C(=O)C1CC1)[C@@H](C)CN([C@@H](C)CO)S2(=O)=O	-0.6
C[C@H](O)C#Cc1cnc2c(c1)C(=O)N([C@H](C)CO)C[C@@H](C)[C@@H](CN(C)C(=O)CN(C)C)O2	0.2
CC(C)NC(=O)N1[C@@H](C#N)[C@H](c2ccc(C#CC3CC3)cc2)[C@@H]1CO	0.6
COc1ccc(-c2ccc([C@@H]3[C@@H](CO)N(C(=O)C4CCCC4)[C@H]3C#N)cc2)cc1	27.2
CCNC(=O)C[C@@H]1CC[C@H]2[C@@H](COc3ccc(NC(=O)c4ccc(C(F)(F)F)cc4)cc3C(=O)N2C)O1	-0.7
C[C@@H]1CN([C@H](C)CO)C(=O)c2cc(-c3ccc(C#N)cc3)cnc2O[C@H]1CN(C)C(=O)CC1CC1	-0.5
C[C@@H]1CN([C@@H](C)CO)C(=O)c2cc(NC(=O)Cn3cnnn3)ccc2O[C@@H]1CN(C)S(=O)(=O)c1cn(C)cn1	-2.3
CO[C@@H]1CN(C)C(=O)c2ccc(NS(C)(=O)=O)cc2OC[C@H](C)N(CC2CCCCC2)C[C@H]1C	0.4
CO[C@H]1CN(C)C(=O)c2cc(NC(=O)C3CC3)ccc2OC[C@H](C)N(CCc2ccccc2)C[C@@H]1C	2.1
O=C1C[C@@](C(=O)NCCN2CCOCC2)(c2ccc([N+](=O)[O-])cc2)[C@@H](c2ccc(CO)cc2)N1CC12CC3CC(CC(C3)C1)C2	-1.2
CO[C@H]1CN(C)C(=O)c2ccc(NC(=O)Nc3cc(F)ccc3F)cc2OC[C@@H](C)N(C)C[C@H]1C	0.5
CCCNC(=O)C[C@@H]1CC[C@@H]2[C@H](COC[C@H](O)CN2C(=O)Nc2ccc(Cl)c(Cl)c2)O1	-1.2
Cc1ccc(S(=O)(=O)N(C)C[C@@H]2Oc3c(cccc3N(C)C)C(=O)N([C@H](C)CO)C[C@@H]2C)cc1	1.1
CO[C@@H]1CN(C)C(=O)c2ccc(NC(=O)C3CC3)cc2OC[C@H](C)N(Cc2ccccc2)C[C@@H]1C	0.9
Cc1ccc(S(=O)(=O)N(C)C[C@@H]2Oc3c(NS(=O)(=O)c4ccc(Cl)cc4)cccc3C(=O)N([C@H](C)CO)C[C@H]2C)cc1	1.0
COc1ccc(S(=O)(=O)Nc2ccc3c(c2)CC(=O)N([C@H](C)CO)C[C@@H](C)[C@H](CN(C)C(=O)Nc2ccc4c(c2)OCO4)O3)cc1	0.2
Cc1noc(C)c1NC(=O)N(C)C[C@@H]1Oc2c(NC(=O)C3CCCCC3)cccc2C(=O)N([C@@H](C)CO)C[C@@H]1C	-1.1

Three entries from above in a different format.
Compound,Mtb BioA inh
Cc1ccc(S(=O)(=O)N(C)C[C@@H]2Oc3c(NS(=O)(=O)c4ccc(Cl)cc4)cccc3C(=O)N([C@H](C)CO)C[C@H]2C)cc1,1.0
COc1ccc(S(=O)(=O)Nc2ccc3c(c2)CC(=O)N([C@H](C)CO)C[C@@H](C)[C@H](CN(C)C(=O)Nc2ccc4c(c2)OCO4)O3)cc1,0.2
Cc1noc(C)c1NC(=O)N(C)C[C@@H]1Oc2c(NC(=O)C3CCCCC3)cccc2C(=O)N([C@@H](C)CO)C[C@@H]1C,-1.1

No new results follow: entries from further up.
SMILES	Mtb BioA inh
COc1ccc(S(=O)(=O)Nc2ccc3c(c2)CC(=O)N([C@H](C)CO)C[C@@H](C)[C@H](CN(C)C(=O)Nc2ccc4c(c2)OCO4)O3)cc1	0.2
Cc1noc(C)c1NC(=O)N(C)C[C@@H]1Oc2c(NC(=O)C3CCCCC3)cccc2C(=O)N([C@@H](C)CO)C[C@@H]1C	-1.1
